Bioassay records from PubChem.
TAAR1 antagonist – human TAAR1 antagonism. inhibition, % at 3 µM. 1.5% of 360,000 active. Q96RJ0. CHO RD-HGA16 TAAR1, Fluo-8 calcium fluorescence, antagonist;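 active means inhibition above a per-plate cutoff, the mean inhibition of test compounds on that plate plus 3 SD, cut at about 49% in these data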;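 further: 0% = DMSO plus EC80 beta-PEA response and 100% = DMSO alone without agonist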
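Test system – hTAAR1-expressing CHO RD-HGA16 cells, Gα16-coupled · Also added – β-PEA at EC80 concentration, post-compound challenge · Compound – 3 µM, single point · Incubation – dye loading 75 min at 37 °C, then 30 min room temperature · Measured by – Fluo-8 intracellular calcium dye fluorescence, real-time kinetic reads · Benchmarks – vehicle and agonist controls · Replicates – singlicate, one well per test compound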
M1 antag – human CHRM1 antagonism; inhibition, % at 3 µM; P11229; CHO-K1 hM1, Fluo-8 calcium fluorescence, ACh EC80 antagonist; 1.3% of 360,000 active;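 active means percent inhibition above its own plate's cutoff, namely the mean of that plate's compound wells plus 3 SD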;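 further: peak over basal fluorescence ratio during 140 s after agonist addition; 0% = ACh EC80 plus DMSO and 100% = DMSO alone without agonist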
Target sequence (P11229 whole entry, looked up): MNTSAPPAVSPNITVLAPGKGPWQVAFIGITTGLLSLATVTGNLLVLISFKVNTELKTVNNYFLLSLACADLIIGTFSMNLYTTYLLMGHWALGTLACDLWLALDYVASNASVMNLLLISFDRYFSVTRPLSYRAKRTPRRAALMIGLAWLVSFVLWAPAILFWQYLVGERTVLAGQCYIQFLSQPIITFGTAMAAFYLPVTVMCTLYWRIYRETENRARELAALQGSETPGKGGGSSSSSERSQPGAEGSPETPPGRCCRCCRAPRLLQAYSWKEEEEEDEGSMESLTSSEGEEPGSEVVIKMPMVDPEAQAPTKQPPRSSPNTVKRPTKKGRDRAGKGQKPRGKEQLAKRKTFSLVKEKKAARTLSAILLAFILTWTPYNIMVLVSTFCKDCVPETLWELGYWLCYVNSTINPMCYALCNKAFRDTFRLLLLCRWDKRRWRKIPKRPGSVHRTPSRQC
CHO-K1 Ca PAM – nonselective activator or artifact in parental CHO-K1 calcium assay. ATP EC20, Fluo-8 calcium fluorescence; 0% at ATP EC20, 100% at ATP max. activation, % at 3 µM. 0.02% of 360,000 active. AID 602247;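 active means activation above the run cutoff, the mean activation of all test compounds plus 3 SD, cut at about 40% in these data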;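 further: peak over basal fluorescence ratio in a 140 s read after ATP addition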
TAAR1 ag – agonists of human TAAR1. Q96RJ0. CHO RD-HGA16 TAAR1, Fluo-8 calcium fluorescence; vehicle wells 0%, saturating PEA agonist 100%. activation, % at 3 µM. 0.99% of 360,000 active. AID 624467;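 active means activation above the mean activation of all test compounds in the run plus 3 SD, cut at about 38% in these data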
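System: CHO RD-HGA16 cells carrying human TAAR1 plus Gα16; Incubation: 17-24 h seeding, 75 min 37 °C dye, 30 min RT; Measured by: Fluo-8 fluorescence, 5 s baseline then 140 s kinetic read; Control set: DMSO and PEA EC100; Replication: single well for each compound.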
OXTR potentiator – human OXTR potentiation. activation, % at 3 µM. P30559. AID 2445. 0.061% of 320,000 active. CHO-OTR cells, Fluo-8 calcium fluorescence, potentiator mode; 0% = oxytocin EC15, 100% = EC100;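 active means activation above that plate's cutoff, the mean activation of tested compounds plus 3 SD, cut at about 6.6% in these data, passing the limit was not always enough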;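 further: 100% uses oxytocin at 75 nM as the full agonist control; some results filed as inactive read as strong as hits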
Target sequence (P30559 whole entry, looked up): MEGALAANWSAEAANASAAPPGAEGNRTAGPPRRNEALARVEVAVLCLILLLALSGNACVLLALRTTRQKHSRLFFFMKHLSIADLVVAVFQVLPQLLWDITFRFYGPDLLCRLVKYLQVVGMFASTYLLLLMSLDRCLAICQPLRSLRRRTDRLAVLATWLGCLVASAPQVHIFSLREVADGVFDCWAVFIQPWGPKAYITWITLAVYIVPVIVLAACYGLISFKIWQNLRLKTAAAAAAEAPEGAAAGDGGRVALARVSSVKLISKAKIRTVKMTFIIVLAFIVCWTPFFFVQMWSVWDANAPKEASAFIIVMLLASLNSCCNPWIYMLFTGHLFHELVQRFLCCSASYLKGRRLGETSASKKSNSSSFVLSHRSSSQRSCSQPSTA
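Assay system: CHO cell line stably expressing human OTR | Also added: Oxytocin at about EC15, sub-maximal agonist stimulus | Times: Compound 6 min at room temperature before oxytocin, 100 s read | Measured by: Fluo-8 intracellular calcium fluorescence, ex 470-495, em 515-575 nm | Controls: EC15 oxytocin alone as 0%, 75 nM oxytocin as 100%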
M1 ag – agonists of human M1 muscarinic receptor; P11229; CHO-K1 hM1, Fluo-8 calcium fluorescence, agonist mode; 0% DMSO, 100% acetylcholine EC100; activation, % at 3 µM; 0.33% of 360,000 active; AID 588814;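 active means activation above the run's mean compound activation plus 3 SD, cut at about 16% in these data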;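 further: peak over basal fluorescence ratio within a 140 s kinetic read after compound addition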
M1 ag parental – nonselective activator or artifact in parental CHO-K1 cells; 0.48% of 360,000 active; Fluo-8 calcium fluorescence; scaled to maximal ATP response, vehicle zero; activation, % at 3 µM; in the data active means activation above about 15%;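 further: untransfected CHO-K1 host cells lacking M1 receptor as counterscreen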
CHO parental Ca – counter-screen: ATP calcium response change in parental CHO cells. AID 463079. inhibition, % at 5.6 µM. 0.63% of 330,000 active. parental CHO-K1, ATP-induced calcium, Fluo-8 fluorescence;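 active means inhibition above that plate's mean sample inhibition plus 3 SD, cut at about 26% in these data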;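 further: 0% = ATP-challenged DMSO wells and 100% = DMSO wells without ATP; some compounds past the cut are filed as inactive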
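test system = CHO parental line | reagent = ATP stimulus | measured by = intracellular calcium via Fluo-8 no-wash fluorescent dye | control set = ATP and no-ATP DMSO wells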
CHO-K1 Ca antag – nonselective inhibitor or artifact in parental CHO-K1 cells. 0.6% of 360,000 active. AID 602250. inhibition, % at 3 µM. ATP-induced calcium, Fluo-8 fluorescence;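 active means inhibition above a per-plate cutoff, the plate's mean sample inhibition plus 3 SD, cut at about 24% in these data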;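 further: 0% = DMSO plus EC80 ATP and 100% = DMSO alone without ATP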
Numbers without * were called inactive; . = no result given.

Key to letters – A = TAAR1 antagonist; B = M1 antag; C = CHO-K1 Ca PAM; D = TAAR1 ag; E = OXTR potentiator; F = M1 ag; G = M1 ag parental; H = CHO parental Ca; I = CHO-K1 Ca antag
Cc1ccc(C2CC(c3ccccc3)=NN2C(=O)CSc2nnc(-c3ccncc3)n2C)o1 (stereo not given)
  A: -12.2	B: 21.3	C: -10.8	D: 5.9	E: -11.9	F: -7.6	G: 0.1	H: -11.8	I: 14.8
COc1cc(Cl)c(C)cc1NC(=O)COC(=O)c1cc(SC)ccc1Cl
  A: -6.6	B: -9.1	C: 12.7	D: 1.8	E: 2.3	F: -5.4	G: -0.3	H: -9.0	I: -3.4
Cc1cccc(NC(=O)C(=O)NCC2CCCN2S(=O)(=O)c2cccs2)c1 (stereo not given)
  A: -17.0	B: -4.7	C: 11.3	D: 6.5	E: .	F: -2.5	G: 6.5	H: .	I: -8.6
NS(=O)(=O)c1ccc(CCNC(=O)c2ccc(S(=O)(=O)N3CCCCC3)cc2)cc1
  A: -2.2	B: -11.3	C: 13.7	D: 4.3	E: -17.5	F: -5.7	G: 0.0	H: -4.9	I: -16.4
CN(C)C(CNC(=O)c1cccc(S(=O)(=O)N(C)C)c1)c1ccccc1 (stereo not given)
  A: -3.8	B: 1.0	C: 12.0	D: 11.0	E: -7.2	F: -7.0	G: 0.4	H: -24.2	I: -10.4
O=C(COC(=O)[C@H](Cc1c[nH]c2ccccc12)NC(=O)c1cccs1)NCc1ccccc1
  A: 23.2	B: 11.4	C: 14.4	D: 6.5	E: -1.0	F: -5.2	G: 1.6	H: 16.6	I: 6.1
COc1cc(Br)c(Br)c(Br)c1N
  A: 7.2	B: -9.0	C: 19.2	D: 7.0	E: -9.7	F: -6.2	G: 0.8	H: -21.8	I: -13.1
COCC(=O)N1CCC(Oc2ccc(C(=O)NC(C)c3nccs3)cc2)CC1 (stereo not given)
  A: -22.0	B: -12.0	C: 2.7	D: 1.0	E: -4.3	F: -1.4	G: 0.4	H: 0.2	I: -6.1
COc1ccccc1C(c1nnnn1C(C)(C)C)N1CCN(C(=O)c2ccco2)CC1 (stereo not given)
  A: 0.3	B: -14.2	C: -5.8	D: 2.7	E: -9.2	F: 0.3	G: 0.0	H: -7.8	I: 8.5
Cc1nn(-c2ccccc2)c(Cl)c1/C=N/Nc1ccc(S(=O)(=O)Nc2ccccc2C(=O)O)cc1[N+](=O)[O-]
  A: 10.3	B: 5.0	C: -12.0	D: 13.9	E: -3.0	F: -2.4	G: 0.2	H: -0.8	I: 18.0

Reformatted with values under each structure: two of the compounds above
Order of results: TAAR1 antagonist	M1 antag	CHO-K1 Ca PAM	TAAR1 ag	OXTR potentiator	M1 ag	M1 ag parental	CHO parental Ca	CHO-K1 Ca antag
CN(C)C(CNC(=O)c1cccc(S(=O)(=O)N(C)C)c1)c1ccccc1 (stereo not given)
  -3.8	1.0	12.0	11.0	-7.2	-7.0	0.4	-24.2	-10.4
O=C(COC(=O)[C@H](Cc1c[nH]c2ccccc12)NC(=O)c1cccs1)NCc1ccccc1
  23.2	11.4	14.4	6.5	-1.0	-5.2	1.6	16.6	6.1

Next part
Key to letters – A = TAAR1 antagonist; B = M1 antag; C = CHO-K1 Ca PAM; D = TAAR1 ag; E = OXTR potentiator; F = M1 ag; G = M1 ag parental; H = CHO parental Ca; I = CHO-K1 Ca antag
CCCn1c(CN2CCN(C(=O)c3ccco3)CC2)nc2c1c(=O)n(C)c(=O)n2C
  A: -16.3	B: -11.7	C: 18.4	D: 0.0	E: -5.5	F: -4.2	G: 0.3	H: 2.1	I: -4.7
COc1ccc(/C=C/C(=O)c2ccc(C(=O)/C=C/c3ccc(OC)c(OC)c3)cc2)cc1OC
  A: 25.8	B: 3.7	C: 14.7	D: 5.2	E: .	F: 0.8	G: 2.1	H: .	I: -13.2
NC(Cc1ccc(F)cc1)c1csc(Nc2ccc(C(=O)c3ccccc3)cc2)n1 (stereo not given)
  A: 53.0*	B: 1.7	C: 14.3	D: 51.7*	E: .	F: 9.3	G: 5.2	H: .	I: -3.7
CN(C1CCCCC1)S(=O)(=O)c1ccc2c(c1)CCC(=O)N2
  A: 12.1	B: -15.9	C: 19.1	D: -0.3	E: .	F: -2.0	G: 0.8	H: .	I: -8.0
Cc1cc(C)c2cc(CN(Cc3cccs3)Cc3nnnn3CC3CCCO3)c(=O)[nH]c2c1 (stereo not given)
  A: 17.6	B: -22.4	C: 16.9	D: 15.4	E: -12.0	F: 2.0	G: 1.6	H: -17.3	I: -18.0
O=C(NNC(=O)c1ccc(SCC2CCCO2)c([N+](=O)[O-])c1)c1ccc(F)cc1 (stereo not given)
  A: 10.2	B: -6.0	C: 13.6	D: 5.1	E: -5.8	F: -0.1	G: 2.8	H: 1.8	I: -14.4
COc1ccccc1-c1ccc(=O)n(CC(=O)NC(C)(C)C)n1
  A: 11.6	B: 1.9	C: -1.8	D: 6.8	E: -4.8	F: -0.9	G: 0.3	H: 0.8	I: 1.5
Cc1csc2ncnc(N3CCN(C(=S)Nc4ccc(C(F)(F)F)cc4)CC3)c12
  A: -41.5	B: 42.9*	C: -3.2	D: 1.1	E: -18.1	F: -1.7	G: 11.2	H: 0.2	I: 19.6
COc1ccc(CNC(=O)CSc2nc(SC)ns2)cc1
  A: 6.1	B: -1.8	C: -16.7	D: -1.8	E: -8.2	F: -5.5	G: -0.4	H: 98.3*	I: 14.4
CCOC(=O)c1c(C)[nH]c(C)c1S(=O)(=O)N(C)CC(=O)N(C)Cc1ccccc1
  A: -18.7	B: -7.5	C: 23.8	D: 0.7	E: -4.2	F: 0.1	G: 0.3	H: -18.1	I: -21.9
COc1ccc(-c2[nH]ncc2Oc2ccccc2OC)c(O)c1
  A: 6.0	B: 18.7	C: 4.4	D: 2.6	E: -7.3	F: -0.7	G: 1.0	H: -9.8	I: -15.4
CCOc1ccc2nc(NC(=O)Nc3cccs3)sc2c1
  A: 28.3	B: 12.7	C: -0.4	D: 4.7	E: -6.4	F: 3.1	G: 3.5	H: -0.8	I: 8.3
C/C(=N\Nc1cc(N2CCOCC2)nc(C)n1)c1ccc(F)cc1
  A: 2.2	B: -10.2	C: 8.1	D: -1.9	E: -6.9	F: -6.4	G: 6.0	H: -6.5	I: 6.9
CCOC(=O)c1cccc(NC(=O)CCCn2c(=O)c3cccn3c3cccnc32)c1
  A: -13.2	B: -13.0	C: 18.8	D: 0.2	E: 2.6	F: -5.3	G: 0.1	H: -23.4	I: -7.6
CCOc1ccccc1NC(=O)N1CCCC1C(=O)Nc1ccc(NC(C)=O)cc1 (stereo not given)
  A: 6.0	B: -16.0	C: 14.5	D: 7.6	E: 1.0	F: -2.7	G: 0.2	H: -11.2	I: -5.6
COC(=O)Nc1ccc2c(c1)N(C(=O)CCN1CCN3CCCC3C1)c1ccccc1S2 (stereo not given)
  A: 6.5	B: -13.6	C: 5.3	D: 16.7	E: 3.1	F: -6.3	G: -0.3	H: -5.4	I: 5.6
CCOC(=O)C1CCN(c2ncnc3c2nnn3Cc2ccccc2Cl)CC1
  A: -34.1	B: 7.2	C: 11.2	D: 0.6	E: -13.7	F: -7.3	G: -0.5	H: -20.1	I: 10.8
CCc1ccc(OCc2nnc(SCC(=O)NCC3CCCO3)n2C)cc1 (stereo not given)
  A: -11.8	B: -12.7	C: 21.0	D: -0.4	E: 1.0	F: -5.9	G: -0.1	H: 7.3	I: -15.4
N#Cc1ccc(N2C(=O)[C@@H]3C(C(=O)C(c4ccccc4)c4ccccc4)=NN[C@@H]3C2=O)cc1
  A: 6.5	B: 2.4	C: 0.0	D: 4.9	E: -8.1	F: -5.6	G: -0.9	H: -27.0	I: 4.8
CC1=C(C(=O)N(C(C)C)C(C)C)CC(CC(=O)NCc2cccs2)C(=O)N1Cc1ccc(C(C)(C)C)cc1 (stereo not given)
  A: -18.5	B: -10.2	C: -2.8	D: -2.3	E: .	F: -6.8	G: -1.6	H: .	I: 10.2
O=C(COC(=O)c1nc(Cl)ccc1Cl)Nc1ccc(Cl)cc1
  A: 1.6	B: -13.3	C: -2.8	D: 10.1	E: -3.7	F: -5.8	G: 0.0	H: -27.6	I: -14.6
CCN(C(=O)Cc1c(C(=O)O)n(CC)c2ccccc12)c1ccccc1C
  A: -5.3	B: -8.3	C: -8.9	D: 0.9	E: -15.2	F: -0.1	G: -0.4	H: -4.4	I: 1.5
Cn1cccc1/C=C1\SC(=Nc2cccc(O)c2)NC1=O
  A: 12.3	B: -2.3	C: 16.5	D: 5.5	E: -16.4	F: -1.0	G: 2.9	H: -7.3	I: -14.6
Cc1cc(OCC(=O)OCC(=O)N2CC(C)CC(C)C2)ccc1Cl (stereo not given)
  A: 13.4	B: 8.5	C: -0.7	D: 1.3	E: -9.3	F: -5.4	G: 5.6	H: -12.0	I: 2.4
O=c1oc2ccccc2cc1-c1cn(-c2ccccc2)c(=S)[nH]1
  A: -9.4	B: -5.6	C: 13.4	D: 2.4	E: -8.7	F: -1.9	G: 0.5	H: -13.0	I: -4.4
COc1cc(-c2noc(C3CCCN(C(=O)c4c(F)cccc4F)C3)n2)cc(OC)c1OC (stereo not given)
  A: 10.6	B: -19.0	C: 20.1	D: 2.0	E: -4.3	F: -3.5	G: 2.7	H: -9.3	I: -13.2
COc1cccc2cc(C(=O)NCCN3CCOCC3)oc12
  A: -13.7	B: 2.2	C: 0.8	D: 1.8	E: -3.1	F: -2.4	G: 0.6	H: -0.9	I: -9.9
O=C(Cc1ccc(Cl)cc1)N/N=C/c1ccncc1
  A: 8.2	B: 20.1	C: -15.2	D: 6.5	E: -20.5	F: -3.2	G: 4.1	H: -13.7	I: 20.8
COc1ccc(NC(=O)C2CCN(c3nc(-c4ccc(OC)cc4)no3)CC2)cc1
  A: -4.2	B: 17.9	C: 0.6	D: 2.8	E: -1.6	F: -4.2	G: 0.2	H: -3.9	I: 8.8
CCN1CCCC1CNC(=O)c1ccccc1Cl (stereo not given)
  A: -11.7	B: -41.7	C: -1.5	D: 6.7	E: -12.4	F: -7.2	G: 0.1	H: -10.0	I: -8.6
CCOc1cc(-c2nnc(-c3ccco3)o2)cc(OCC)c1OCC
  A: -3.2	B: -4.5	C: 18.9	D: 3.5	E: -8.3	F: -4.4	G: 1.9	H: -19.5	I: -9.9
Cn1c(=O)c2c(SCC(=O)N3CCCC3)nc(-c3ccccc3)nc2n(C)c1=O
  A: .	B: 12.3	C: -21.7	D: .	E: 2.3	F: -2.0	G: -0.4	H: -6.4	I: 5.1
COc1ccc(NS(=O)(=O)c2cccc(C(=O)O)c2)cc1S(=O)(=O)N1CCCCC1
  A: -8.3	B: 6.3	C: 4.2	D: -2.5	E: -5.2	F: 3.4	G: -0.1	H: -4.7	I: -1.4
